Neddyl block: cullin neddylation inhibition; calls only at 25 µM; 360,000 compounds, 0.58% hits; TR-FRET cullin neddylation, biochemical; P61081+Q13564; in the data active means inhibition above about 36%
MsrA inhibitor: inhibitors of bovine MsrA. purified bovine MsrA, absorbance read-out. inhibition, % at 15.5 µM. 360,000 compounds, 0.75% hits. AID 651718; in the data active means inhibition above about 4.5%;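 further: 0% = vehicle wells with enzyme and 100% = reference inhibitor wells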
FAS-TE inh: blocks the thioesterase domain of human fatty acid synthase | inhibition, % at 15 µM | P49327 | recombinant FAS-TE, OMFH fluorogenic substrate, fluorescence endpoint | 360,000 compounds, 0.67% hits;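 active means compounds whose normalised, plate-corrected inhibition of enzyme fluorescence in the single-dose primary screen is 50% or more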;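 further: 0% = DMSO with enzyme and 100% = substrate without enzyme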
MLLE-PAM2 inh: inhibitors of microRNA-mediated deadenylation, human PABP1 MLLE binding. 360,000 compounds, 0.36% hits. inhibition, % at 20 µM. P11940. AID 588489. GST-MLLE / FITC-PAM2 fluorescence polarization; in the data active means inhibition above about 35%, passing the limit was not always enough;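 further: plate controls were DMSO wells with GST-MLLE for no effect and wells lacking GST-MLLE protein for full effect; some results filed as inactive read as strong as hits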
eLon inh: inhibits E. coli Lon protease; P0A9M0; purified E. coli Lon protease, fluorescence polarization; inhibition, % at 7.94 µM; 360,000 compounds, 0.42% hits; in the data active means inhibition above about 13%, passing the limit was not always enough;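 further: 0% = enzyme with probe and DMSO and 100% = no enzyme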
CSN deneddyl inh: CSN deneddylation inhibition; Q92905; Purified CSN, SCF-Nedd8-OG deneddylation, fluorescence polarization; inhibition, % at 12.5 µM; 360,000 compounds, 0.38% hits;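 active means pattern-corrected inhibition above about 35%, with an unprinted fluorescence ratio check between 0.5 and 1.5, limit read from the data, passing the limit was not always enough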;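 further: 0% = enzyme with substrate and 100% = substrate without enzyme; some results filed as inactive read as strong as hits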
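assay system = purified human Csn5 enzyme expressed in HEK293T cells | amount = 0.24 nM enzyme | buffer or medium = Tris/NaCl/DTT buffer, pH 7.5 | reagent = 10 nM SCFSkp2-Nedd8OG | compound = one concentration, 12.5 µM, 0.25% DMSO | times = 90 min reaction at room temperature | signal = FP | read-out basis = % inhibition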
bovine MsrA act: activates bovine MsrA enzyme. purified bovine MsrA, absorbance read-out. 360,000 compounds, 0.3% hits. activation, % at 10.6 µM; in the data active means activation above about 7.5%;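 further: 0% = vehicle and 100% = reference activator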
Rin1 Abl inh: blocks binding of human Rin1 to Abl. TR-FRET Rin1/Abl binding, biochemical. AID 588664. P00519+Q13671. 360,000 compounds, 0.4% hits. inhibition, % at 7.35 µM; in the data active means inhibition above about 5%, passing the limit was not always enough
Tb MetRS inh: blocks T. brucei methionyl-tRNA synthetase activity; purified T. brucei MetRS, ATP depletion, Kinase-Glo luminescence; 360,000 compounds, 0.4% hits; inhibition, % at 11.9 µM;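 active means inhibition above a per-plate cutoff of the control wells' mean inhibition plus 3 SD, cut at about 5.5% in these data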;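 further: 0% = DMSO wells median and 100% = median of wells with control inhibitor compound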
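System: purified T. brucei MetRS enzyme / Detection: Kinase-Glo luciferase luminescence reporting remaining unconsumed ATP / Medium: HEPES buffer with MgCl2, KCl, DTT, spermine, BSA, pyrophosphatase / Replication: singlicate, one well per compound / Evaluation: percent inhibition relative to median high and low control wells / Schedule: 2 h aminoacylation at 25 °C after 15 min preincubation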
* marks the source's active call; other numbers are inactive results; i = inactive; x = not tested or not shown.

SMILES	Neddyl block	MsrA inhibitor	FAS-TE inh	MLLE-PAM2 inh	eLon inh	CSN deneddyl inh	bovine MsrA act	Rin1 Abl inh	Tb MetRS inh
Cc1cc(OCc2cc(C(=O)N(C)CCCN3CCOCC3)no2)cc(C)c1Cl	i	0.7	2	0	3	5	0	-1	-1.1
Cc1onc(-c2ccccc2Cl)c1C(=O)OCC(=O)c1ccc[nH]1	i	1.0	1	-3	13	3	-6	-1	-0.3
CCOC(=O)C1=CC[C@@H](c2ccccc2)N(S(=O)(=O)c2ccc(C)cc2)[C@H]1C=C(C)C	i	1.1	20	-2	4	4	-3	1	-0.4
Cc1ccc(N=C2NC(=O)/C(=C/c3cccn3C)S2)cc1C	i	1.8	-2	-9	-9	1	-5	-1	-0.1
Cc1ccc(NS(=O)(=O)c2ccc3c(c2)NC(=O)CO3)cc1Cl	i	0.0	16	14	3	-1	1	-4	-0.3
CC(C)Nc1ncnc2c1ncn2[C@H]1CN(Cc2ccncc2)C[C@@H](CO)O1	i	-0.7	-4	20	-11	3	-8	4	-0.5
CC(=O)Nc1ccc2nc(SCC(=O)O)sc2c1	i	0.3	-4	9	-3	2	-2	-1	-0.4
CC(=NNC(=S)N1CC2CCC(CC2)C1)c1ccncn1	i	0.8	4	3	-11	-4	-6	3	0.1
CCN(CC(=O)Nc1c(F)cccc1F)C(=O)c1ccc(S(=O)(=O)N2CCCCC2)cc1	i	1.3	-4	10	-6	2	-2	0	-0.5
CN(C)CCn1c(=O)n(Cc2ccco2)c(=O)c2c3c(sc21)CCCCC3	i	-0.3	-2	5	2	2	-4	3	-0.7

Part of the list above, showing only Neddyl block and FAS-TE inh:
SMILES	Neddyl block	FAS-TE inh
CC(=NNC(=S)N1CC2CCC(CC2)C1)c1ccncn1	i	4
CCN(CC(=O)Nc1c(F)cccc1F)C(=O)c1ccc(S(=O)(=O)N2CCCCC2)cc1	i	-4

The results go on:
SMILES	Neddyl block	MsrA inhibitor	FAS-TE inh	MLLE-PAM2 inh	eLon inh	CSN deneddyl inh	bovine MsrA act	Rin1 Abl inh	Tb MetRS inh
O=C(Cn1cc(C(F)(F)F)ccc1=O)Nc1cccc(S(=O)(=O)N2CCOCC2)c1	i	-1.0	-7	5	2	-18	-7	-3	-1.2
O=C(Nc1nccs1)C1CCCN1/C=C/C(=O)C(F)(F)F (stereo not drawn)	i	3.4	-4	1	10	-3	-8	3	-0.5
C[C@H](O)[C@@H]1CN2CCc3c([nH]c4ccccc34)[C@@H]2C[C@@H]1N(C)C(=O)NC1CCCCC1	i	-1.0	-7	5	8	-2	-3	-6	0.0
O=C(CN1C(=O)NC2(CCc3ccccc32)C1=O)Nc1ccc(Cl)cc1F (stereo not drawn)	i	-0.3	2	-2	-4	0	-4	-1	-0.1
CCOC(=O)CC(NC(=O)C1c2ccccc2Oc2ccccc21)c1ccc(C)cc1 (stereo not drawn)	i	0.8	-5	12	-23	2	1	-4	0.5
CCCn1nc(NS(C)(=O)=O)c2cc3cccc(C)c3nc21	i	0.7	-5	-6	-7	8	2	4	-0.3
O=C(c1ccc2nc(Cc3ccccc3F)oc2c1)N1CC[C@H](O)C1	i	-0.4	-3	-8	6	1	-2	3	0.1
Cc1cc(OCC(=O)N(Cc2ccco2)C2CCS(=O)(=O)C2)ccc1Cl (stereo not drawn)	i	1.0	2	-8	3	3	-6	1	-0.7
C[C@@H]1CN([C@@H](C)CO)C(=O)CCCn2nncc2CO[C@@H]1CN(C)C(=O)Nc1ccccc1F	i	-0.3	-8	2	5	3	-1	0	-0.9
C=Cc1ccc(CC2(C)C(=O)Nc3ccc(Cl)cc32)cc1 (stereo not drawn)	i	1.5	13	-9	8	-3	-6	3	-0.1
O=C1CN(S(=O)(=O)c2cccc(Cl)c2Cl)CCN1	i	-1.8	-12	-3	44*	-2	-3	0	-0.1
Cc1cccc(N2CCN(C(=O)Cc3c(C(=O)O)[nH]c4ccc(Cl)cc34)CC2)c1C	i	0.1	48	17	1	2	-4	-2	-0.1
CC(C)C[C@H](NC(=O)[C@@H]1O[C@H]1C(=O)O)C(=O)NCCCCN=C(N)N	i	-1.1	-3	-9	2	-4	-3	-4	-0.8
O=C(CSc1nnc(-c2cccnc2)n1Cc1ccco1)N1CCc2ccccc21	i	0.8	6	-9	-5	-1	-4	6	-0.5
N#Cc1ccccc1NC(=O)COc1ccccc1C(=O)Nc1ccccc1	i	1.1	10	-1	-11	-1	-9	0	-0.5
Cc1ccc(OC(=O)N(C)C[C@@H]2OCc3cn(nn3)CCCC(=O)N([C@@H](C)CO)C[C@H]2C)cc1	i	-0.7	-7	12	-2	1	1	5	-0.2
O=C1NC(c2ccc(-c3ccccc3[N+](=O)[O-])o2)C(C(=O)c2ccccc2)C(O)(C(F)(F)F)N1 (stereo not drawn)	i	0.3	2	16	-4	9	-7	-3	-1.3
Cc1nc(NC(=O)c2ccc(F)cc2)sc1C(=O)Nc1ccc2c(c1)CCC2	i	0.5	3	-10	-1	3	-5	3	-0.7
COc1ccc(S(=O)(=O)NCCSC(C)(C)C)cc1Cl	i	0.3	2	-7	-3	-3	-11	-2	-1.3
Cc1occc1-c1nnc(SCC(=O)N2CCCCC2)n1C	i	-0.8	-4	-19	-12	-6	-6	4	-0.3
CCOC(=O)c1c(C)n(-c2ccc(C)cc2)c2ccc(O)c(CN(C)C)c12	i	-1.4	-16	8	-3	4	3	2	0.3
O=C(OCCOc1cccc(Cl)c1)c1cc(S(=O)(=O)N2CCOCC2)ccc1F	i	-0.8	23	1	-6	-1	-2	0	0.5
Cc1ccc(S(=O)(=O)N(C)CCCC(=O)Nc2ccccn2)cc1	i	0.1	-2	-19	-1	-2	-2	-3	-0.3
COCCN(C(=O)C1CCC1)c1nnc(-c2cccnc2)s1	i	-1.1	-10	-4	-3	-1	-9	3	1.1
COc1cc2c(C#CCCO)c(-c3ccsc3)oc(=O)c2cc1OC	x	0.9	-5	22	-6	7	-2	-2	-0.1
COc1cc(C(=O)OCC(=O)Nc2c(C)n(C)n(-c3ccccc3)c2=O)c([N+](=O)[O-])cc1OC	i	-0.4	-5	15	3	5	-3	0	-0.2
CCc1ccc(N2CC(C(=O)Nc3cccnc3)CC2=O)cc1 (stereo not drawn)	i	-0.8	-5	-5	0	1	-2	5	-0.5
Cc1ccc(-c2csc3nc[nH]c(=S)c23)cc1	i	3.3	7	22	-10	-2	-1	-1	0.3
CNc1ccc(OC(F)F)cc1C(=O)c1ccccc1	i	0.5	18	1	-2	-3	-2	-1	-0.5
OC1CCN(Cc2cccc(Oc3ccccc3)c2)CC1	i	0.0	-6	-2	-1	-1	-3	-2	-0.3
O=C(CCC(=O)N/N=C/c1ccco1)N/N=C/c1ccco1	i	-0.2	-4	-2	6	3	0	-6	0.0
Cc1ccc(-n2cnnn2)c(S(=O)(=O)N2CCOCC2)c1	i	-1.4	-5	0	2	-3	-2	0	-0.4
Cc1cccnc1NC(=O)Nc1ccc(F)cc1	i	-0.2	-5	7	4	5	-2	3	-1.0
COc1ccc2cc3cc(C(=O)Nc4ccc5c(c4)OCCO5)oc3nc2c1	i	1.5	2	-9	-1	16	-4	-1	-0.2
C[n+]1cc[nH]c1SCC(=O)c1ccc(Cl)cc1	i	0.4	-8	1	2	-5	-1	-2	-0.1
COCCNC(=O)c1onc(CSc2ccccc2)c1C(=O)O	i	0.6	-9	17	0	1	-1	0	0.2
Cc1ccccc1C(=O)NC(C(N)=O)P(=O)(OC(C)C)OC(C)C (stereo not drawn)	i	-0.3	-7	-1	-4	-2	-3	0	2.0
CC(C)CCn1cnc2c(sc3nc4c(cc32)CSC(C)(C)C4)c1=O	i	1.7	-1	-5	-8	0	-3	2	-0.3
Cc1ccc(C(=O)NCC(=O)O)cc1S(=O)(=O)N1CCCCC1	i	-1.5	-4	7	3	-9	0	3	-0.3
COc1ccc(C(=O)NCC(=O)OCC(=O)N2CCc3ccccc32)cc1	i	-0.9	-5	-20	-1	0	-3	3	-0.2
CC(=O)N1CCN(c2ccc(NC(=O)c3ccc(Br)o3)cc2Cl)CC1	i	-0.9	-3	8	-1	2	-3	-2	-0.1
Cc1ccc(NC(=O)c2ccc(C)cc2)cc1	i	0.9	-7	2	2	-1	-3	2	-0.2
CN1C(C(=O)NCc2ccco2)CC2Cn3c(nc4cc(Cl)c(Cl)cc43)C21 (stereo not drawn)	i	-0.2	4	-9	0	-1	-2	0	-0.1
CC(C)c1ccccc1OCC(O)CN(CC(O)COc1cccc2ccccc12)C(C)C (stereo not drawn)	i	1.1	-16	0	0	1	-2	2	-0.1
COc1ccc(CNC(=O)C2CCN(S(=O)(=O)c3cc(OC)ccc3OC)CC2)cc1	i	0.0	-5	11	3	5	-3	0	-1.0
CC(=O)Nc1ccc(C(=O)N2CCCCC2c2cc(C(=O)NCc3ccc(F)cc3)no2)cc1 (stereo not drawn)	i	1.1	-4	7	-7	3	-1	-2	-0.1
O=C(Nn1c(SCc2cccc([N+](=O)[O-])c2)nc2ccccc2c1=O)c1ccccc1	i	0.7	41	11	0	1	-5	2	0.5
CC(=O)Nc1ccc2c(c1)C(=O)N(c1cccc3ccccc13)C2=O	i	-0.6	-1	12	-3	-1	-5	-2	-2.1
O=C(NCC1CCCO1)c1ccc2nc(N3CCCCC3)sc2c1 (stereo not drawn)	i	0.8	-4	-4	1	2	0	4	0.2
COCCCNC(=O)CC(NS(=O)(=O)c1ccc(Cl)cc1)c1ccc(OC)cc1 (stereo not drawn)	i	0.9	-12	3	3	3	-11	3	-1.6
Continuation:
SMILES	Neddyl block	MsrA inhibitor	FAS-TE inh	MLLE-PAM2 inh	eLon inh	CSN deneddyl inh	bovine MsrA act	Rin1 Abl inh	Tb MetRS inh
COc1ccc(CCNC(=O)C(=O)Nc2ccc3c(c2)OCO3)cc1OC	i	0.0	-4	8	-5	-5	-2	-6	0.1
COC(=O)c1c(NC(=S)NNS(=O)(=O)c2ccc(OC)cc2OC)sc2c1CCCCCC2	i	-0.1	14	28	-1	2	-1	0	0.1
O=C(CC(=O)c1ccccc1)Nc1ccc2c(c1)OCCO2	i	1.1	0	5	11	-1	-1	-2	-1.3
CN1C(=O)C(C)(C)c2cc(S(=O)(=O)N3CCCC(C(=O)NCc4ccc(F)cc4)C3)ccc21 (stereo not drawn)	i	0.2	-1	0	-1	0	0	1	-0.3
CN1C(=O)Cc2cc(S(=O)(=O)N3CCN(c4ccccc4F)CC3)ccc21	i	-0.8	9	-5	-10	0	-5	-5	0.6
Cc1cccc(N(C(=O)Cn2nnc3ccccc32)C(C(=O)NC(C)(C)C)c2ccsc2)c1 (stereo not drawn)	i	-0.8	-6	-1	-8	-1	-2	1	0.2
CCOc1ccc(CCNC(=O)C2CCCN(c3nnc(-n4cccc4)s3)C2)cc1OCC (stereo not drawn)	i	1.2	-7	-5	-1	2	-3	3	-0.6

Pulled one by one from above, four records:
SMILES	Neddyl block	MsrA inhibitor	FAS-TE inh	MLLE-PAM2 inh	eLon inh	CSN deneddyl inh	bovine MsrA act	Rin1 Abl inh	Tb MetRS inh
COC(=O)c1c(NC(=S)NNS(=O)(=O)c2ccc(OC)cc2OC)sc2c1CCCCCC2	i	-0.1	14	28	-1	2	-1	0	0.1
CCOc1ccc(CCNC(=O)C2CCCN(c3nnc(-n4cccc4)s3)C2)cc1OCC (stereo not drawn)	i	1.2	-7	-5	-1	2	-3	3	-0.6
CN1C(=O)C(C)(C)c2cc(S(=O)(=O)N3CCCC(C(=O)NCc4ccc(F)cc4)C3)ccc21 (stereo not drawn)	i	0.2	-1	0	-1	0	0	1	-0.3
Cc1cccc(N(C(=O)Cn2nnc3ccccc32)C(C(=O)NC(C)(C)C)c2ccsc2)c1 (stereo not drawn)	i	-0.8	-6	-1	-8	-1	-2	1	0.2
